Source: PubChem (National Center for Advancing Translational Sciences (NCATS))
USP2a block = inhibitors of human ubiquitin-specific protease USP2a; O75604; Potency, µM (doses to about 38.3 µM), inactives show top-dose activity change, negative = inhibition, usual class: inhibitors; USP2 core, Ub-CHOP2 coupled fluorogenic reporter, 485/531; 330,000 tested, 0.01% active;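 note: potency is the fitted concentration of half-maximal effect; plate controls were DMSO wells for no effect and full inhibition by NEM control for full effect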
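Cell-free coupled assay: 10nM USP2 core preincubated 30min RT with compound in Tris-HCl pH 8.0/CaCl2/CHAPS buffer, then 25nM Ub-CHOP2 and 25nM reporter substrate; fluorescence (Ex 485/Em 531) read after 60min RT, normalized to NEM inhibition, concentration-response curves fitted.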
hERG WT inh = KCNH2 (human, wildtype) channel inhibition. 340,000 tested, 0.37% active. U2OS, BacMam KCNH2, thallium flux FluxOr; hits give low values. Q12809. activity change, % at 1.84 µM. AID 720551;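 active = maximum activity change below -70%; inconclusive = maximum activity change between -70% and -50%; inactive = maximum activity change above -50%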; note: % is set by controls: 0 for no effect and ±100 for the full control effect
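U2OS cells were transduced with wild-type KCNH2 virus (2.03 x 10^8 / mL) for 4 h at room temperature, then cultured overnight at 37 C. Thallium flux was read with FluxOr dye. Rate constants were normalized to DMSO controls.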
Menin MLL FP TR = menin-MLL binding inhibition, Texas Red mutant peptide. O00255. Menin + Texas Red MLL mutant peptide, fluorescence polarization. Potency, µM (doses to about 61.6 µM), for inactives: at the highest dose FP activity change, negative = inhibition, hits mostly inhibitors. 270,000 tested, 0.23% active. AID 1768; active = well fitted inhibition curve with a large enough effect in the polarisation, with a control signal flat, not every such curve was filed as active; inconclusive = small, poorly fitted or top-dose-only effect, or effect the other way, or a change in a side signal; inactive = no such curve, though single readings can be large or run the other way; the % refers to the polarisation; note: potency is the fitted concentration of half-maximal effect; % of control where 0% means no effect; many of its hits are not listed in these tables
B2AR arrestin = recruits beta-arrestin to the human beta2-adrenergic receptor. P07550. beta-arrestin recruitment to beta2AR, cell-based reporter. Potency, µM (top dose mostly 46.1 µM), without a hit: at the highest dose activation, most hits filed as activators. 330,000 tested, 0.02% active;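 note: potency is the fitted concentration of half-maximal effect; 0% = DMSO controls and full agonism = EC100 isoproterenol or metaproterenol; nearly all actives have a fitted effect of over 65% in size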
Target sequence (P07550 whole entry, looked up): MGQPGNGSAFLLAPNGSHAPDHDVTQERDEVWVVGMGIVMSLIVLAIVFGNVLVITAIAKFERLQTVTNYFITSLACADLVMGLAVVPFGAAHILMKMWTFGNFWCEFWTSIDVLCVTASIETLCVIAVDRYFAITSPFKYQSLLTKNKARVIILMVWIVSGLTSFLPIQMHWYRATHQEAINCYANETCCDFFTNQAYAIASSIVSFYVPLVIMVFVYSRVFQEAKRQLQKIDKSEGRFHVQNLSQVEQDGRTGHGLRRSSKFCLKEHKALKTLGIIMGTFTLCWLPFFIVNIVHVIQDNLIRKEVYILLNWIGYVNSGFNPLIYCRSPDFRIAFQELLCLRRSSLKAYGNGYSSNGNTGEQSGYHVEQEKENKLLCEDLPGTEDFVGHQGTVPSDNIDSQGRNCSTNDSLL
GALK inhibitor = galactokinase (human) inhibition | Purified GALK, Kinase-Glo residual ATP luminescence | Potency, µM (highest dose often 57.5 µM), inactives show at the top dose activity change, negative = inhibition, most hits filed as inhibitors | 270,000 tested, 0.007% active | AID 1868; note: potency is the fitted concentration of half-maximal effect; % is set by controls: 0 for no effect and ±100 for the full control effect
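Quantitative HTS: GALK 5 nM, ATP 35 uM, galactose 100 uM, 1 h room temperature, then luciferase-based ATP detection.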
PKM2 activator = PKM2 (human) enzyme activation; P14618; purified PKM2, Kinase-Glo ATP luminescence, activation; response scale: 0% is enzyme alone, no compound; Potency, µM (doses to about 57.5 µM), without a hit: at the top dose activation, actives largely listed as activators; 260,000 tested, 0.34% active; AID 1631; note: potency is the fitted concentration of half-maximal effect; % is set by controls: 0 for no effect and ±100 for the full control effect; nearly all actives have a fitted effect of over 55% in size
Target sequence (P14618 whole entry, looked up): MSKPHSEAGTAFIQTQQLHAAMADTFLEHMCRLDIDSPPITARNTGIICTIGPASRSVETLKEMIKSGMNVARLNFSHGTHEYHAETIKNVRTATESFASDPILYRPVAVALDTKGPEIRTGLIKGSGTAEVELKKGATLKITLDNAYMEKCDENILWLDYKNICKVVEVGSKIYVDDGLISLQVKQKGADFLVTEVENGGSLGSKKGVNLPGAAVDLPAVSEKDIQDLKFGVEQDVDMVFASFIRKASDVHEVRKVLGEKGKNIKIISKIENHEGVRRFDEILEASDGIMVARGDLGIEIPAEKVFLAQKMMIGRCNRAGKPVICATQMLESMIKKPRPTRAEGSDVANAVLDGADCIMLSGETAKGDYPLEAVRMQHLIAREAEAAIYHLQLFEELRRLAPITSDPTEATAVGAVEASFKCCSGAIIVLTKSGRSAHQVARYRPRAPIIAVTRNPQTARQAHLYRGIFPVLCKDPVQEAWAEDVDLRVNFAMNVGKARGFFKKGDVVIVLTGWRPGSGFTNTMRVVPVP
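Purified hPK-M2 (>95%) run at intermediate activity with 0.1 mM ADP and 0.5 mM PEP in 50 mM imidazole pH 7.2, KCl, MgCl2; 1 h room temperature. ATP formed read by Kinase-Glo luminescence; normalized to uninhibited and no-enzyme controls.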
CXXC DNA block = MLL CXXC-DNA interaction inhibition; Q03164; MLL-CXXC / FITC-HOXA9 DNA fluorescence polarization; Potency, µM (doses to about 115 µM), for inactives: top-dose activity change, negative = inhibition, actives largely listed as inhibitors; 290,000 tested, 0.037% active; AID 2662; active = well fitted inhibition curve with a large enough effect in the polarisation, with a control signal flat, not every such curve was filed as active; inconclusive = small, poorly fitted or top-dose-only effect, or effect the other way, or a change in a side signal; inactive = no such curve, though single readings can be large or run the other way; the % refers to the polarisation; note: potency is the fitted concentration of half-maximal effect
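Fluorescence polarization: 7 uM MLL-CXXC (stock) preincubated 5 min with compounds, then 50 nM fluorescein-HOX-A9 DNA (stock) added; 30 min ambient. Buffer 50 mM Tris-HCl pH 7.5, 50 mM NaCl, 1 mM DTT, 0.05% BSA.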
TRPV1 ag = agonists of human vanilloid receptor 1 (TRPV1) | Q8NER1 | TRPV1-expressing cells, Fluo-8 calcium influx, agonist mode | activation, % at 8.33 µM | 320,000 tested, 0.19% active; in the data active = activation above about 80%; inconclusive = between about 30% and that limit; note: 0% is about no effect
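Cells expressing TRPV1 were dye-loaded with Fluo-8 and read kinetically: 10 s baseline, 3 min after compound (agonist portion), then 2 min after EC20 capsaicin (allosteric enhancer portion). Calcium-bound dye fluorescence at 480/520 nm.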
KCNH2 3.1 block = KCNH2 3.1 (human) potassium channel inhibition; U2OS KCNH2 3.1, thallium flux FluxOr; hits give low values; activity change, % (tested at about 1.8 µM); 340,000 tested, 0.95% active;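 active = maximum activity change below -70%; inconclusive = maximum activity change from -70% to -50%; inactive = maximum activity change above -50%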;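 note: thallium influx rate constant from kinetic fluorescence after stimulation buffer; % is set by controls: 0 for no effect and ±100 for the full control effect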
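Measured as rate of thallium-driven FluxOr signal in transduced U2OS cells carrying the 3.1 channel, read kinetically for 2 min upon stimulation; values are rate constants scaled to DMSO control wells.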
Giardia kill = Giardia lamblia killing; Giardia lamblia trophozoite viability; activity change, % at 7.66 µM, hits read low; 340,000 tested, 0.15% active; in the data active = activity change below about -80%; inconclusive = between about -30% and that limit;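 note: parasites exposed to compound for two days anaerobically before the ATP read; % is set by controls: 0 for no effect and ±100 for the full control effect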
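Trophozoite viability was measured as ATP-dependent luminescence, read 15-30 min after reagent addition. Before that, parasites at 100 cells/well were exposed to compounds for 48 h, anaerobically, at 37 deg C.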
Coupling enz = counter-screen for Giardia aldolase inhibitors: coupling enzyme system; coupling enzyme system counterscreen, AmpLite Red fluorescence; activity change, negative = inhibition, % at 58.2 µM, hits read low; 290,000 tested, 0.67% active; in the data active = activity change below about -30%; note: % is set by controls: 0 for no effect and ±100 for the full control effect
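Fluorescence at 525 nm excitation and 598 nm emission measured inhibition of the coupled detection system without aldolase. Compounds (at 57.5 uM final) were preincubated 10 min at room temperature with coupling enzyme reagent before a 20 min substrate/AmpLite Red step.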
Active calls of the source: *; ? = inconclusive; · = not tested or not shown; [ ] = dose if it differs, or a comment. Unless noted, calls come from the whole dose curve; as a rule, active = well fitted curve in the direction sought with a large enough effect; inconclusive = small, poorly fitted or top-dose-only effect, or another doubt; inactive = no such curve, though single readings can be large; an effect the other way counts as inactive or inconclusive.

SMILES | USP2a block | hERG WT inh | Menin MLL FP TR | B2AR arrestin | GALK inhibitor | PKM2 activator | CXXC DNA block | TRPV1 ag | KCNH2 3.1 block | Giardia kill | Coupling enz
CCN(CC)S(=O)(=O)c1cccc(NC(=O)COC(=O)C2COc3ccccc3O2)c1 (stereo not given) | 0% | 48 | -1% | 6.7% | -2% | 1% | 22% | -5 | 15 | 8 | -1
S=C1NCN(Cc2cccnc2)CN1c1cccc2ccccc12 | -2% | 10 | · | 0.2% | 0% | -1% | 4% | 0 | 10 | 3 | 1
O=C(Nc1cnn(Cc2ccc(F)cc2)c1)c1noc2c1CCCC2 | -1% | -3 | -14% | -0.2% | -2% | 4% | 3% | ? | 5 | 10 | 1
COCCCNC(=O)CCn1c(=O)c2ccccc2n(CC(=O)Nc2ccc(C)cc2C)c1=O | -1% | 2 | 1% | -0.1% | -4% | -4% | -3% | 1 | -4 | 4 | 1
CC(=O)c1ccc(NC(=O)CCNS(=O)(=O)c2ccccc2F)cc1 | 3% | 2 | 3% | -0.1% | 12% | · | 2% | -4 | -8 | -22 | 0
CCCC1=C(C(=O)OCC)C(c2ccc(O)cc2)n2ncnc2N1 (stereo not given) | 0% | 0 | 6% | -0.6% | 0% | 5% | 2% | 6 | 14 | 1 | 0
CSc1nc2cc(C)nn2c(-c2ccc(C(C)(C)C)cc2)c1C#N | -1% | 10 | · | 0.2% | · | 3% | -6% | 0 | -7 | 10 | -1
COc1cc(/C=N/NC(=O)CCc2n[nH]c(=O)[nH]c2=O)cc(OC)c1OC | 6% | -3 | 0% | -0.4% | 0% | -9% | -2% | -2 | 5 | -1 | 0
O=C(CSCc1cnn(-c2ccccc2)c1-n1cccc1)NCc1cccs1 | -6% | 9 | -3% | -0.1% | 0% | -4% | -12% | ? | -3 | -4 | 2
O=C(Cn1nc2sc3ccccc3n2c(=O)c1=O)c1ccc(Cl)cc1 | -2% | -23 | · | 0.2% | -2% | 0% | -7% | 1 | -5 | 6 | 1
Cc1nn(C)c(C)c1NS(=O)(=O)c1ccccc1Cl | 0% | -3 | · | 0.3% | · | · | · | -6 | 9 | 16 | ·
O=C(Nc1ccc(Cl)cn1)c1ccc(COc2ccccc2Br)o1 | 1% | 1 | ? | 0.1% | -1% | 6% | -6% | 17 | 0 | -12 | 2
CCOC(=O)C1=c2/c(=C/c3ccncc3)c(N)c(C(=O)OC)n2C(=O)C(c2ccncc2)S1 (stereo not given) | 1% | 4 | -21% | 0.5% | 7% | -17% | -11% | 2 | 4 | 5 | 2
CCn1nnc(NC(=O)C(C)(c2ccccc2)c2ccccc2)n1 | 12% | -5 | 9% | -0.1% | -2% | -4% | 3% | 4 | 6 | 33[activator] | -1
CCCCCCCNc1nc(Cl)nc(NCCO)n1 | 4% | -1 | -13% | 0.0% | 7% | -2% | ? | 2 | 8 | -6 | -1
Cc1cnc(C(=O)OCC(=O)C23CC4CC(CC(C4)C2)C3)cn1 | -1% | 12 | -6% | -0.2% | 7% | 1% | 4% | 12 | -2 | 28 | -1
Cc1ccccc1NC(=O)CNC(=O)c1ccc(C(F)(F)F)cc1 | 2% | 0 | -2% | -2.0% | 0% | -3% | 10% | 23 | 5 | -6 | 0
CC1=C(C(=O)Nc2ccc(C)cc2C)C(c2cccs2)NC(=S)N1 (stereo not given) | 1% | -8 | 10% | -0.2% | 0% | 4% | 6% | 4 | 4 | 2 | 2
O=C(CSc1nnc(-c2cc(-c3cccs3)nc3ccccc23)o1)NC1CCCCC1 | -3% | 2 | -7% | -0.7% | 1% | 0% | 3% | -1 | -5 | 20 | 2
C=CCn1c(=O)/c(=C/c2ccc(Cl)cc2)s/c1=C(/C#N)c1nnc2n1CCCCC2 | -1% | 9 | -10% | 0.4% | -5% | 2% | 11% | ? | 14 | -9 | -1
Cc1csc(SCC(=O)Nc2c(C)n(C)n(-c3ccccc3)c2=O)n1 | 0% | 8 | 1% | -0.4% | -2% | 3% | 3% | -2 | 3 | 1 | 3
C=CCNc1oc(COc2ccc(C)cc2)nc1C#N | 3% | -1 | -4%[11.7 µM] | 0.0% | 1% | 13% | 2% | · | 0 | -3 | -1
CS(=O)(=O)N(CC(=O)Nc1cccc([N+](=O)[O-])c1)c1ccccc1F | 1% | 0 | 5% | 0.1% | -1% | 6% | -2% | 2 | 2 | 1 | 0
CN(C)S(=O)(=O)c1ccc(C(=O)Nc2ccc(OCC(=O)N3CCOCC3)cc2)cc1 | 4% | 6 | 8% | 0.1% | 0% | -2% | -4% | -1 | 3 | -20 | 2
O=C(Nc1nc2c(Cl)cccc2s1)c1ccc(Br)o1 | 0% | 4 | -13% | 0.0% | -1% | -1% | 12% | -2 | -1 | -5 | 0
Cc1cnc(NC(=O)C2CC(=O)N(c3cccc(Cl)c3)C2)s1 (stereo not given) | 0% | -3 | 2% | 0.2% | -2% | 1% | 1% | 21 | -2 | -20 | -2
Brc1ccccc1-c1nnc(COc2ncnc3c2cnn3-c2ccccc2)o1 | 1% | -37 | 6% | -0.3% | 5% | -5% | -6% | 2 | 1 | 26 | 1
Cc1c(C(=O)N2CCCCC2)c(S(=O)(=O)NCCc2ccc(S(N)(=O)=O)cc2)c(C)n1C | 0% | -14 | 1% | 0.1% | 0% | · | -12% | 2 | -3 | 17 | 4
CC(C)c1ccc(Nc2ccc(C(=O)O)cc2[N+](=O)[O-])cc1 | -5% | -7 | ? | -0.1% | 0% | · | 21% | 2 | -3 | -1 | 12
COc1cccc(C(=O)N2CCN(c3ccccn3)CC2)c1 | 0% | 11 | -7% | 0.1% | -1% | 0% | -4% | -1 | 7 | -7 | 1
O=c1c2c(nc3nc(SCc4ccccc4)[nH]n13)CCC2 | 0% | 4 | 21% | 0.0% | -1% | -1% | -18% | -4 | -34 | 5 | 2
O=C(Nc1cc([N+](=O)[O-])ccc1Cl)c1cccnc1 | -3% | 1 | 7% | 8.1% | 6% | 2% | -2% | -1 | 0 | 4 | -1
Cc1ccc(-c2cc(C(=O)NCc3ccccn3)c3ccccc3n2)cc1 | -1% | 0 | -3% | -0.2% | -1% | 7% | 16% | 11 | -16 | -6 | 1
CC(C)(O)C#Cc1ccccc1C(=O)NC(CC(N)=O)C(=O)O (stereo not given) | · | 2 | -10% | · | -1% | 0% | -6% | -1 | 15 | -14 | 2
CN(C)S(=O)(=O)c1cccc(C(=O)C2=C3SC=C(c4ccccc4)N3CC2)c1 | 0% | -8 | 11% | -0.5% | -1% | 0% | 9% | 0 | -3 | -12 | 6
Cc1cccc(C)c1OCC(=O)N(Cc1cccs1)C1CCS(=O)(=O)C1 (stereo not given) | 6% | 1 | · | -0.2% | -4% | 4% | -8% | -2 | -22 | ? | 5
CC(C)(C)c1ccc(/C=C2/SC(N3CCCC3)=NC2=O)cc1 | -7% | 3 | · | 0.2% | 0% | 1% | 0% | · | -38 | -25 | 0
COc1ccc(/C=N\N2CCN(Cc3ccccc3Cl)CC2)cc1 | 3% | 1 | -9% | -0.8% | -2% | 6%[11.5 µM] | 12% | 2 | 9 | -10 | -1
O=[N+]([O-])c1ccc(-c2c(-c3ccccc3)ncc3ccc(F)cc23)cc1 | 1% | -1 | · | 0.0% | · | · | · | 10 | -16 | -4 | ·
COc1ccc(/C=N/NC(=O)c2ccc(CN3c4cccc5cccc(c45)S3(=O)=O)cc2)cc1 | 1% | 14 | 1% | -0.8% | 1% | -1% | 7% | -3 | -21 | -9 | -6
O=C(CSc1nnnn1-c1ccc(F)cc1)c1ccc(O)c(O)c1 | 5.6µM* | 0 | 35%[activator] | 0.2% | -1% | -2% | 5% | -1 | 0 | -17 | 0
COCCSc1nnc(NS(=O)(=O)c2ccc(F)cc2)s1 | -1% | 1 | -1% | 0.1% | -3% | 0% | 14% | -1 | 22 | 16 | 5
Cc1nc(NC(=O)c2cc3c(s2)CCCCC3)sc1C(=O)N(C)C | 1% | 1 | -6% | 0.0% | -7% | -3% | -11% | 21 | 7 | 3 | 1

Quoted from above, two compounds:
SMILES | USP2a block | hERG WT inh | Menin MLL FP TR | B2AR arrestin | GALK inhibitor | PKM2 activator | CXXC DNA block | TRPV1 ag | KCNH2 3.1 block | Giardia kill | Coupling enz
COCCSc1nnc(NS(=O)(=O)c2ccc(F)cc2)s1 | -1% | 1 | -1% | 0.1% | -3% | 0% | 14% | -1 | 22 | 16 | 5
Cc1nc(NC(=O)c2cc3c(s2)CCCCC3)sc1C(=O)N(C)C | 1% | 1 | -6% | 0.0% | -7% | -3% | -11% | 21 | 7 | 3 | 1

Some of the compounds tested; the hit share may differ from the screen's.
